# MrgX1 PAM – allosterically activates human MrgX1 receptor signaling; B-score at 10 µM; MrgX1-HEK293, Fluo-4 calcium flux, FDSS; active compounds read high; AID 588675; hit rate 0.63% among 310,000; Q96LB2;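 active = plate-corrected calcium response at least 3 library SD above typical, normal starting fluorescence, not activating the receptor alone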;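 also: compound read alongside a low EC10 to EC30 dose of BAM8-22 agonist; peak minus trough fluorescence over baseline measured at the second addition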
# TMEM16A inh – blocks the mouse calcium-activated chloride channel TMEM16A. hit rate 1.2% among 310,000. HEK293 TMEM16A/YFP iodide influx fluorescence, ionomycin. normalized B-score (activity score, 25-100; higher = stronger inhibition) at 10 µM. AID 588511. Q8BHY3;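 active = ratio plate-corrected score three or more library SD toward inhibition, starting fluorescence score within five deviations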;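 also: score derived from kinetic fluorescence span divided by baseline fluorescence per well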
# TRPC4 block – inhibitors of mouse TRPC4 channel. Q9QUQ5. HEK293 TRPC4beta/mu-opioid, DAMGO-evoked Fluo4 calcium flux; active compounds read low. B-score at 10 µM. hit rate 0.39% among 300,000;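 active = B-score over 3 SD under the library average, no early fluorescence shift, positive overall ratio signal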
# Target sequence (Q9QUQ5 whole entry, looked up): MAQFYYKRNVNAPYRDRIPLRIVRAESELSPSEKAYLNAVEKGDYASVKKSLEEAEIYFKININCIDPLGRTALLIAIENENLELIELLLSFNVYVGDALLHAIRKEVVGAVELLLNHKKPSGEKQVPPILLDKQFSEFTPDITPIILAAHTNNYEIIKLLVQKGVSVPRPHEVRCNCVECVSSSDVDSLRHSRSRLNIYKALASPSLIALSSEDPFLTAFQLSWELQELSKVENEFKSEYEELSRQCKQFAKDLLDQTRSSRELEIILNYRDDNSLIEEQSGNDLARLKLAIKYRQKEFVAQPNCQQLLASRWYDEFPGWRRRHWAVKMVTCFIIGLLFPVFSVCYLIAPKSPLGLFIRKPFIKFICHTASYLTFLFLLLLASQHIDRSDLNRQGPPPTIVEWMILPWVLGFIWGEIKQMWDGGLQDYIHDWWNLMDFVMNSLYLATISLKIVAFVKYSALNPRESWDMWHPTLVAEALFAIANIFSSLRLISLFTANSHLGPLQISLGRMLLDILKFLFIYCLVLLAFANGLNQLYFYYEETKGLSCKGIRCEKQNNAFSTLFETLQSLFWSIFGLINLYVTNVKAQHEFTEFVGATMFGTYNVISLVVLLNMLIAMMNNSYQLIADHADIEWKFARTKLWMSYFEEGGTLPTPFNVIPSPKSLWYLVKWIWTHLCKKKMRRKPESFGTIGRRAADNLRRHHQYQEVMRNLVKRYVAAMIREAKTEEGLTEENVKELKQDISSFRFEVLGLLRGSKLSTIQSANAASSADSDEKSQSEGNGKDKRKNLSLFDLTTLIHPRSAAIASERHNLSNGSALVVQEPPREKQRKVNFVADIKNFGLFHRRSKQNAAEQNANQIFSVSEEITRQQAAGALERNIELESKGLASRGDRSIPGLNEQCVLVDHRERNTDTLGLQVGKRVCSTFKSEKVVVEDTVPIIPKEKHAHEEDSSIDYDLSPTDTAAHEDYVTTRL
#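 test system = HEK293 cells with stable TRPC4beta plus mu-opioid receptor expression | detection = Fluo4 Ca2+ flux fluorescence | read-out = integrated fluorescence ratio relative to baseline, converted to per-well B score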
# TRPC6 act – activators of mouse TRPC6 channel; Q61143; HEK293-TRPC6 membrane potential dye fluorescence; active compounds read high; B-score at 10 µM; hit rate 0.13% among 310,000; AID 2550;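 active = B-score of the integrated fluorescence ratio above library mean plus 3 SD, and starting fluorescence ratio within library mean plus 5 SD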;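 also: higher score means more depolarization so channel activation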
# TRPC4 PAM – allosteric potentiators of mouse TRPC4 channel. HEK293 TRPC4beta/mu-opioid, DAMGO EC20, Fluo-4 Ca2+ flux; active compounds read high. B-score at 10 µM. AID 2227. hit rate 0.42% among 310,000. Q9QUQ5;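 active = B-score of calcium response area above 5 SD of library B-scores, with initial fluorescence ratio within 5 SD of library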;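 also: B-score of integrated fluorescence ratio over time as area under calcium response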
# ANO1 activ – activators or potentiators of mouse TMEM16A chloride channel | HEK293 TMEM16A/YFP-H148Q/I152L, iodide quench fluorescence; active compounds read low | Q8BHY3 | hit rate 0.3% among 340,000 | B-score at 10 µM;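 active = fluorescence-ratio B-score plate-corrected deviation score at least 3 library SD below zero, with starting fluorescence score within 5 deviations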;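 also: channel opened by trigger with iodide after compound preincubation; score built on the fluorescence ratio of max minus min over baseline; more negative score means more quench and so TMEM16A activation or potentiation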
# SKKanGAS inh – blocks kanamycin growth of S. pyogenes SKKanGAS strain; BacTiter-Glo, 6 h; inhibition, % at 7.5 µM; hit rate 1.3% among 300,000; AID 1662;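 active = mean replicate score, as percent of positive control median, at least 50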;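 also: strain carries kanamycin resistance gene driven by streptokinase promoter and grows in 40 µg/ml kanamycin; loss of luminescence reflects streptokinase promoter inhibition or plain growth inhibition; 0% = median of DMSO wells and 100% = positive control at its reference dose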
# MrgX1 antagonist – blocks BAM8-22 activation of human MrgX1 receptor. Q96LB2. MRGX1-HEK293 calcium flux, Fluo-4, BAM8-22 antagonism; active compounds read low. B-score at 10 µM. hit rate 1.3% among 310,000;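 active = calcium-response B-score plate-corrected more than 3 library SD below zero, starting fluorescence within 5 deviations, no agonist response on first addition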;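 also: peak minus trough fluorescence over baseline after final BAM8-22 challenge near maximal dose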
# TRPC6 inh – inhibitors of mouse TRPC6 channel | HEK293-TRPC6, membrane potential dye, ACh-evoked depolarization; active compounds read low | hit rate 1.1% among 310,000 | B-score at 10 µM | AID 2553;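 active = B-score under library mean minus 3 SD, initial fluorescence not abnormally high, positive integrated signal ratio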;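 also: B-score derived from integrated fluorescence ratio over the kinetic read; more negative B-score means stronger inhibition of depolarization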
# MrgX1 agonist – activates human MrgX1 receptor signaling | Q96LB2 | B-score at 10 µM | hit rate 0.44% among 310,000 | MrgX1-HEK293 cells, Fluo-4 calcium fluorescence, agonist mode; active compounds read high;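 active = calcium response B-score plate-corrected fluorescence ratio at least 3 library SD, with starting fluorescence B-score inside 5 SD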
#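 Material: HEK293 cells stably expressing human MrgX1 receptor | Quantity: 15,000 cells per well | Times: Cells plated overnight, dye loaded 0.5 h 37 °C, 0.5 h room temperature | Measured by: Kinetic Fluo-4 NW fluorescence of intracellular calcium | Control set: Positive and negative controls per plate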
# TRPC4 act – activators of mouse TRPC4 channel; Q9QUQ5; HEK293 TRPC4beta/mu-opioid, Fluo4 calcium fluorescence; active compounds read high; B-score at 10 µM; hit rate 0.49% among 310,000;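 active = B-score above 5 SD of library B-scores, and initial fluorescence ratio not above library mean plus 5 SD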;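 also: positive B-score marks a calcium rise read as TRPC4 activation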
#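 Assay system: HEK293 stable line with TRPC4beta plus mu-opioid receptor; schedule: 45 min room-temperature Fluo4 loading, 110 s read; technique: kinetic Fluo4 calcium fluorescence; evaluation: integrated baseline-normalised fluorescence ratio, converted to per-well B score; controls: buffer (low) and maximal DAMGO (high)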
# * = called active by the depositor; i = inactive.
no.	molecule	MrgX1 PAM	TMEM16A inh	TRPC4 block	TRPC6 act	TRPC4 PAM	ANO1 activ	SKKanGAS inh	MrgX1 antagonist	TRPC6 inh	MrgX1 agonist	TRPC4 act
1	O=C(NCc1ccco1)C(=O)NCC1OCCN1S(=O)(=O)c1cc(F)ccc1F (stereo unspecified)	i	i	i	i	i	i	3	i	i	i	i
2	O=C(NNC(=O)c1ccc(Cl)c(Cl)c1)c1cccnc1	i	i	i	i	i	i	-2	i	i	i	i
3	COc1cccc2c(=O)c(C/C=C(/C)Cl)c(C)[nH]c12	i	i	i	i	i	i	0	i	i	i	i
4	Cc1ccc(OCCOCCn2cnc3ccccc3c2=O)c([N+](=O)[O-])c1	i	i	i	i	i	i	0	i	i	i	i
5	COc1cc(NC(=O)Cc2ccc(F)cc2)cc(OC)c1OC	i	i	i	i	i	i	-15	i	i	i	i
6	CC(C)CNS(=O)(=O)c1ccc(CCC(=O)NCCC2=CCCCC2)cc1	i	i	i	i	i	i	-8	i	i	i	i
7	Cc1ccc(CNC(=O)CSc2nc3ccccc3[nH]2)cc1	i	i	i	i	i	i	-5	i	i	i	i
8	CCc1ccc(N(CC(=O)NC2CCCC2)C(=O)CCC(=O)Nc2cc(C)on2)cc1	i	i	i	i	i	i	-3	i	i	i	i
9	Cc1c(C(=O)OCCOC(C)C)[nH]c2c1C(=O)CC(C)(C)C2	i	i	i	i	i	i	-4	i	i	i	i
10	O=C(Cc1cccc2ccccc12)Nc1cc(Cl)ccc1C(=O)O	i	i	i	i	i	i	0	i	i	i	i
11	CC1(OC(=O)C2CCCC2)C(=O)C=C2C=C(c3ccsc3)N(Cc3ccc4c(c3)OCO4)C=C2C1=O (stereo unspecified)	i	i	i	i	i	i	14	i	i	i	i
12	O=C(NCCc1cccc(C(F)(F)F)c1)C1CCC(=O)N(Cc2ccc(Cl)cc2)C1 (stereo unspecified)	i	i	i	i	i	i	6	i	i	i	i
13	Cc1[nH]c2ccccc2c1C(=O)C(=O)NCC1CCCO1 (stereo unspecified)	i	i	i	i	i	i	7	i	i	i	i
14	CC(=O)Nc1nnc(CCS(=O)(=O)c2ccc(C)cc2)s1	i	i	i	i	i	i	-2	i	i	i	i
15	COCCNC(=S)NCc1ccc2[nH]c3c(c2c1)CCCC3	i	i	i	i	i	i	-3	i	i	i	i
16	O=C(CSCc1ccc(Br)cc1)Nc1ccc(S(=O)(=O)N2CCCCCC2)cc1	i	i	i	i	i	i	-1	i	i	i	i
17	O=C(Oc1cc2oc(=O)cc(-c3ccccc3)c2cc1Cl)C1CCCCC1	i	i	i	i	i	i	7	i	i	i	i
18	CNC(=O)/C(C#N)=C/c1c(N(Cc2ccccc2)Cc2ccccc2)nc2ccccn2c1=O	i	i	i	i	i	i	-1	i	i	i	i
19	CC(C)Nc1oc(Cc2cccc3ccccc23)nc1C#N	i	i	i	i	i	i	-4	i	i	i	i
20	Cc1[nH]c2ccccc2c1SCCNC(=O)c1ccc(S(=O)(=O)N2CCCC2)cc1	i	i	i	i	i	i	-1	i	i	i	i
21	O=C(NCN1C(=O)C2C3C=CC(C3)C2C1=O)OC1CCCCC1 (stereo unspecified)	i	i	i	i	i	i	6	i	i	i	i
22	CCOc1ccc(-n2c(O)c(/C=N/Nc3nnc(C)c(=O)[nH]3)c3ccccc3c2=O)cc1	i	i	i	i	i	i	5	i	i	i	i
23	COc1ccc(NC(=O)C2CCCN2c2ccc(OC)c(OC)c2)cc1OC (stereo unspecified)	i	i	i	i	i	i	-2	i	i	i	i
24	COc1ccccc1CNC(=O)CNC(=O)Cn1cnc2ccccc2c1=O	i	i	i	i	i	i	-9	i	i	i	i
25	Cc1ccc(S(=O)(=O)N(CC(=O)N=Nc2c(O)[nH]c3ccccc23)c2cccc(C)c2)cc1	i	i	i	i	i	i	20	i	i	i	i
26	O=C(NNC(=S)NC(=O)c1ccccc1[N+](=O)[O-])c1ccc(Cl)cc1Cl	i	i	i	i	i	i	48	i	i	71*	49*
27	OC(C#CCN1CCCCC1)c1ccccc1 (stereo unspecified)	i	i	i	i	i	i	2	i	i	i	i
28	O=c1[nH]c(CSc2cccc[n+]2[O-])nc2ccccc12	i	i	i	i	i	i	0	i	i	i	i
29	CC(C)[C@H](NC(=O)c1c(F)cccc1F)C(=O)OCC(=O)NC(=O)NC1CCCC1	i	i	i	i	i	i	35	i	i	i	i
30	CC(=O)c1ccc(S(=O)(=O)N2CCCC(N(C)CCc3ccccc3)C2)cc1 (stereo unspecified)	i	i	i	i	i	i	-6	i	i	i	i
31	Cn1nnnc1SCC(=O)c1ccco1	i	i	i	i	i	i	-4	i	i	i	i
32	CCOc1cc(C(=O)Nc2ccccc2N2CCN(S(C)(=O)=O)CC2)cc(OCC)c1OCC	i	i	i	i	i	i	14	i	i	i	i
33	COc1cccc(/C=C2\SC(=S)N(CCC(=O)NC3C=CS(=O)(=O)C3)C2=O)c1 (stereo unspecified)	i	i	i	i	i	i	-6	i	i	i	i
34	CCOc1ccccc1C(=O)OCC(=O)Nc1ccc(N2CCCCC2)cc1	i	i	i	i	i	i	-2	i	i	i	i
35	Cc1cc(OCC(=O)NC2CCN(Cc3ccccc3)CC2)c2c(C)c(C)c(=O)oc2c1	i	i	i	i	i	i	2	i	i	i	i
36	CN(CCOc1ccccc1)C(=O)C1CCC(=O)N(CCc2ccc(Cl)cc2)C1 (stereo unspecified)	i	i	i	i	i	i	-5	i	i	i	i
37	CCn1c(-c2c(Cl)c(C)nn2C)n[nH]c1=S	i	i	i	i	i	i	0	i	i	i	i
38	Cc1ccc(NC(=O)CN(Cc2ccco2)Cc2ccccc2O)cc1C	i	i	i	i	i	i	17	i	i	i	i
39	COc1cccc(NC(=O)CN2CCN(c3ccc(F)cc3)CC2)c1	i	i	i	i	i	i	-1	i	i	i	i
40	COCCn1nnnc1C(c1cccc(OC)c1OC)N1CCN(C(=O)c2ccco2)CC1 (stereo unspecified)	i	i	i	i	i	i	4	i	i	i	i

# Quoted from above: compounds 21 to 22
no.	molecule	MrgX1 PAM	TMEM16A inh	TRPC4 block	TRPC6 act	TRPC4 PAM	ANO1 activ	SKKanGAS inh	MrgX1 antagonist	TRPC6 inh	MrgX1 agonist	TRPC4 act
21	O=C(NCN1C(=O)C2C3C=CC(C3)C2C1=O)OC1CCCCC1 (stereo unspecified)	i	i	i	i	i	i	6	i	i	i	i
22	CCOc1ccc(-n2c(O)c(/C=N/Nc3nnc(C)c(=O)[nH]3)c3ccccc3c2=O)cc1	i	i	i	i	i	i	5	i	i	i	i

# (continued)
no.	molecule	MrgX1 PAM	TMEM16A inh	TRPC4 block	TRPC6 act	TRPC4 PAM	ANO1 activ	SKKanGAS inh	MrgX1 antagonist	TRPC6 inh	MrgX1 agonist	TRPC4 act
41	CCN1C(=O)CC(n2c(C)nc3ccccc32)C1=O (stereo unspecified)	i	i	i	i	i	i	-1	i	i	i	i
42	Cc1c(N(C(=O)c2cc(=O)[nH]c3ccccc23)C(C)C)c(=O)n(-c2ccccc2)n1C	i	i	i	i	i	i	-9	i	i	i	i
43	CCCC(c1nnnn1CCOC)N1CCN(c2nc3ccccc3s2)CC1 (stereo unspecified)	i	i	i	i	i	i	-1	i	i	i	i
44	COc1ccc(NC(=O)CCC(=O)N2CCOCC2)c([N+](=O)[O-])c1	i	i	i	i	i	i	1	i	i	i	i
45	CCCC(=O)Nc1ccc(-c2nc3ncccc3o2)cc1	i	i	i	i	i	i	-1	i	i	i	i
46	C/C(N)=C(/C#N)C(=O)COC(=O)c1ccncc1	i	i	i	i	i	i	-2	i	i	i	i
47	CCn1c(CNC(=O)c2ccccc2F)nnc1SCC(=O)NC1CCCCC1C (stereo unspecified)	i	i	i	i	i	i	-3	i	i	i	i
48	N#Cc1cccc(NC(=O)Cn2cnc(S(=O)(=O)N3CCCC3)c2)c1	i	i	i	i	i	i	3	i	i	i	i
49	Cc1cc(=O)oc2c(C)c(OCC(=O)c3ccccc3)ccc12	i	i	i	i	i	i	2	i	i	i	i
50	CS(=O)(=O)Nc1ccc(C2=NN(S(C)(=O)=O)C(c3cccs3)C2)cc1 (stereo unspecified)	i	i	i	i	i	i	9	i	i	i	i
51	O=C(c1ccc(Cl)cc1)C(CN1CCCC1)c1ccccc1 (stereo unspecified)	i	i	i	i	i	i	-8	i	i	i	i
52	CCOC(=O)N1CCN(c2nc(C(F)(F)F)nc3c(C)cc(C)cc23)CC1	i	i	i	i	i	i	1	i	i	i	i
53	Cc1ccc(Cn2ccc(=O)c(OCc3ccccc3)c2C)cc1	i	i	i	i	i	i	4	i	i	i	i
54	Cc1ccc2nc(-c3ccccc3)cc(C(=O)N(C)CC(=O)Nc3ccccc3Br)c2c1	i	i	i	i	i	i	3	i	i	i	i
55	CCCC(=O)Nc1ccc(C(=O)n2nnc3ccccc32)cc1	i	i	i	i	i	i	0	i	i	i	i
56	COc1ccc(CN(C)C(=O)c2cc(S(=O)(=O)Nc3ccccc3F)ccc2C)c(OC)c1	i	i	i	i	i	i	-20	i	i	i	i
57	COc1ccc(OC)c(NC(=O)CSc2nc3n[nH]c(C)c3c(=N)n2-c2cccc(Cl)c2C)c1	i	i	i	i	i	i	22	i	i	i	i
58	CCOC(=O)Nc1nnc(-c2ccc(OC)cc2)s1	i	i	i	i	i	i	-3	i	i	i	i
59	COc1ccc(CNC(=O)CNC(=O)[C@@H]2Cc3ccccc3CN2)cc1	i	i	i	i	i	i	0	i	i	i	i
60	CCC(C)NC(=O)/C(=C/c1ccco1)c1ccccc1 (stereo unspecified)	i	i	i	i	i	i	-2	i	i	i	i
61	CCOC(=O)C1C2C=CC(CC2)N1c1ccccc1 (stereo unspecified)	i	i	i	i	i	i	3	i	i	i	i
62	CCC(C)N(C(=O)COc1ccccc1C#N)C1CCS(=O)(=O)C1 (stereo unspecified)	i	i	i	i	i	i	-13	i	i	i	i
63	CC(NC(=S)NCCc1ccccc1)C(c1cccs1)N1CCN(Cc2ccccc2)CC1 (stereo unspecified)	i	i	i	i	i	i	-6	i	i	i	i
64	COc1cccc(NC(=S)/C(=C(\[O-])c2ccc([N+](=O)[O-])cc2)[n+]2ccccc2)c1	i	i	i	i	i	i	-2	i	i	i	i
